Efflux pump mplx: inhibitors of Candida efflux pumps in yeast, primary screen, S. cerevisiae, Nile Red, multiplex; hit rate 0.44% among 330,000; AID 485275, 2010; inhibition, % at 10 µM; S. cerevisiae Candida pump triplex;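 active = plate passing quality check with inhibition over a set limit, or well fluorescence over plate mean plus 4 SD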;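 note: Nile Red retained in pooled yeast measured as flow cytometry median fluorescence; 0% = buffer negative control and 100% = Enniatin B positive control; higher means more Nile Red kept so more efflux inhibition; some compounds called inactive have numbers as strong as hits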
TPT1 inhibitor: Candida albicans TPT1 enzyme inhibitors, primary screen, biochemical, fluorescence polarization. tRNA 2'-phosphotransferase TPT1 (Candida albicans SC5314). recombinant caTPT1, FP RNA substrate dephosphorylation. inhibition, % at 5 µM. hit rate 0.81% among 300,000;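 active = inhibition above the mean of all tested compounds plus 3 SD, set per screening campaign, cut at about 24% in these data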;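 note: plate controls were DMSO alone for no effect and ferristatin control at 100 nM for full effect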
Fh CTSL1 inh: Fasciola hepatica cathepsin L1 inhibitors, primary screen, counter-screen for PFM18AAP inhibitor project, biochemical, QFRET, fluorogenic peptide substrate. recombinant F. hepatica cathepsin L1, Z-Leu-Arg-MCA fluorescence. inhibition, % at 5.96 µM. hit rate 0.49% among 300,000;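 active = inhibition above the mean of all tested compounds plus 3 SD, set per screening campaign, cut at about 17% in these data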;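 note: 0% = plate median of test compound wells and 100% = 1 µM Z-Phe-Ala-diazomethylketone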
EBNA-1 inh: EBNA-1 DNA-binding inhibitors, primary screen, biochemical, fluorescence polarization. inhibition, % at 14.8 µM. hit rate 0.34% among 300,000. AID 1950, 2009; in the data active = inhibition above about 28%
core dimer inh: inhibitors of HCV core protein dimerization, primary screen, biochemical, TR-FRET, high-throughput | hit rate 0.33% among 300,000 | TR-FRET GST/Flag-core106 dimerization, 1536-well | AID 1899, 2009 | inhibition, % at 5 µM;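 active = inhibition above the mean of all tested compounds plus 3 SD, set per screening campaign, cut at about 45% in these data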
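Test system: GST/Flag-tagged HCV core106 proteins; Medium: KF-containing HEPES buffer, pH 7.45, DTT, CHAPS, BSA; Times: compound-protein-antibody incubation 4 h at 22.5 °C; Detection: TR-FRET 671 and 617 nm emission; Benchmarks: wells lacking GST-core106 and wells with excess unlabelled core106.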
PP5 primary: PP5 phosphatase inhibitors, primary screen, biochemical, fluorescence; Serine/threonine-protein phosphatase 5 (Homo sapiens), P53041; purified PP5c, OMFP substrate fluorescence; inhibition, % at 6.7 µM; hit rate 0.18% among 320,000;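 active = inhibition above the campaign's mean inhibition across all tested compounds plus 3 SD, cut at about 9.5% in these data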;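 note: 0% = DMSO only and 100% = 100 µM cantharidin control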
Target sequence (P53041 whole entry, looked up): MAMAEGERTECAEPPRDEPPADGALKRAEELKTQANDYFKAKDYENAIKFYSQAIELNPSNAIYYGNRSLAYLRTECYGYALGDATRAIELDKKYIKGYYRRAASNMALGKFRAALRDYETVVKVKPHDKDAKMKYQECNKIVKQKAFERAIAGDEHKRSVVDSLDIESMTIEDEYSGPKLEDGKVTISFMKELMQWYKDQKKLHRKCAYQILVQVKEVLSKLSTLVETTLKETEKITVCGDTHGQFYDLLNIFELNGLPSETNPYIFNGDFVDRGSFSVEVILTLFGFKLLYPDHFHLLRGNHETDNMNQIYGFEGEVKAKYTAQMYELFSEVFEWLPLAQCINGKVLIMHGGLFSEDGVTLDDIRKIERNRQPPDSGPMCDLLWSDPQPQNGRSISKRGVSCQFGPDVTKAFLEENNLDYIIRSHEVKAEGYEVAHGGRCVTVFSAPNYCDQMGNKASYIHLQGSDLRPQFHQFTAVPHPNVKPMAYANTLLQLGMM
PREPL inh: PREPL enzyme inhibitors, primary screen, biochemical, fluorescence polarization. AID 2751, 2010. inhibition, % at 5.96 µM. recombinant PREPL, fluorescence polarization activity-based probe. hit rate 0.68% among 320,000. Prolyl endopeptidase-like (Homo sapiens), Q4J6C6; in the data active = inhibition above about 43%;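 note: 0% = enzyme with DMSO and 100% = wells lacking enzyme; many of its hits are not listed in these tables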
PP1 counter: PP1-alpha phosphatase inhibitors, primary screen, counter-screen for PP5 inhibitor project, biochemical, fluorescence, OMFP substrate, single point; AID 2235, 2010; inhibition, % at 6.7 µM; hit rate 0.9% among 320,000; purified PP1alpha;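 active = inhibition above the mean inhibition of all tested compounds plus 3 SD, computed separately for each screening campaign, cut at about 15% in these data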
ZTA DNA inh: counter-screen for EBNA-1 inhibitors: inhibitors of Epstein-Barr virus ZTA; hit rate 0.15% among 320,000; inhibition, % at 11 µM; P03206; ZTA-DNA binding, fluorescence polarization; in the data active = inhibition above about 33%
Target sequence (P03206 whole entry, looked up): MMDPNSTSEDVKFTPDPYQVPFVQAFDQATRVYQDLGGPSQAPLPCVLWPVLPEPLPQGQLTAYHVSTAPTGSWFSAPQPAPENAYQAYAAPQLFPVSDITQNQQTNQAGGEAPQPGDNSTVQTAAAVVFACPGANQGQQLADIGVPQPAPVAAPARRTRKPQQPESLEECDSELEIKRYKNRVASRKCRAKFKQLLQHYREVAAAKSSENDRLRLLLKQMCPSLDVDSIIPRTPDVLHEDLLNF
* marks the source's active call; other numbers are inactive results.

Screening CN(N)c1nc2ccccc2nc1C(F)(F)F returned Efflux pump mplx -0.1, TPT1 inhibitor 2, Fh CTSL1 inh 3, EBNA-1 inh 2, core dimer inh -1, PP5 primary 0.9, PREPL inh 0, PP1 counter -2 and ZTA DNA inh -13.
`O=C(CCc1nnc(CCCCc2ccccc2)o1)NCCc1cccnc1` gave Efflux pump mplx 0.0, TPT1 inhibitor -1, Fh CTSL1 inh 0, EBNA-1 inh 8, core dimer inh 1, PP5 primary -0.2, PREPL inh 4, PP1 counter -3 and ZTA DNA inh 7.
c1ccc(NCn2cncn2)nc1 was read as Efflux pump mplx 0.1, TPT1 inhibitor 4, Fh CTSL1 inh 1, EBNA-1 inh -3, core dimer inh 0, PP5 primary -1.6, PREPL inh -4, PP1 counter -3 and ZTA DNA inh 6.
COc1ccc(-c2nc(N3CCOCC3)nc3n[nH]c(N)c23)cc1 was read as Efflux pump mplx -0.2, TPT1 inhibitor -4, Fh CTSL1 inh 1, EBNA-1 inh -5, core dimer inh -1, PP5 primary 1.5, PREPL inh -2, PP1 counter 0 and ZTA DNA inh -5.
For CCC1(CC)Cc2ccccc2-c2[nH]c(=S)[nH]c(=O)c21 the results were Efflux pump mplx 0.2, TPT1 inhibitor 0, Fh CTSL1 inh 7, EBNA-1 inh -12, core dimer inh 11, PP5 primary 2.2, PREPL inh 4, PP1 counter -4 and ZTA DNA inh -2.
For N=c1sccn1CC(=O)Nc1ccccc1Sc1ccccc1 the results were Efflux pump mplx -0.1, TPT1 inhibitor -2, Fh CTSL1 inh -2, EBNA-1 inh 5, core dimer inh -4, PP5 primary 0.3, PREPL inh -15, PP1 counter 0 and ZTA DNA inh 6.
For O=C1N(Cc2cccc(Cl)c2)C[C@@H]2C[C@@H](c3ccc4nonc4c3)N3CCC[C@@]123 the results were Efflux pump mplx 0.0, TPT1 inhibitor 2, Fh CTSL1 inh 5, EBNA-1 inh -10, core dimer inh 6, PP5 primary 2.2, PREPL inh 9, PP1 counter -4 and ZTA DNA inh 7.
`Cc1cc(OC(=O)c2cccc(Cl)c2)c([N+](=O)[O-])c(=O)[nH]1` gave Efflux pump mplx -0.7, TPT1 inhibitor 2, Fh CTSL1 inh -1, EBNA-1 inh 4, core dimer inh 2, PP5 primary 1.1, PREPL inh -4, PP1 counter 2 and ZTA DNA inh -2.
`O=C(N/N=C/c1ccc2ncccc2c1)c1ccco1` gave Efflux pump mplx 0.0, TPT1 inhibitor 2, Fh CTSL1 inh 1, EBNA-1 inh -12, core dimer inh -1, PP5 primary 3.5, PREPL inh 4, PP1 counter -5 and ZTA DNA inh -25.
O=C(NNC(=S)NC1CCCCC1)c1sc2ccccc2c1Cl was read as Efflux pump mplx -0.2, TPT1 inhibitor -6, Fh CTSL1 inh 1, EBNA-1 inh 12, core dimer inh 11, PP5 primary 2.7, PREPL inh 9, PP1 counter 7 and ZTA DNA inh 4.
Screening CN(C)c1ccc(C(CNC(=O)c2ccccc2)c2c[nH]c3ccccc23)cc1 (stereo not given) returned Efflux pump mplx 0.2, TPT1 inhibitor 3, Fh CTSL1 inh 4, EBNA-1 inh -7, core dimer inh 5, PP5 primary 4.8, PREPL inh 51*, PP1 counter 2 and ZTA DNA inh 4.
Screening CC(=O)Nc1ccc(NC(=O)c2c(-c3ccccc3)noc2C)cn1 returned Efflux pump mplx -0.1, TPT1 inhibitor 1, Fh CTSL1 inh 0, EBNA-1 inh 5, core dimer inh 4, PP5 primary 2.1, PREPL inh -2, PP1 counter 0 and ZTA DNA inh -9.
For COc1ccc(/C=C(\C#N)C(=O)Nc2cc(C)c(Cl)cc2OC)cc1O the results were Efflux pump mplx -0.1, TPT1 inhibitor 3, Fh CTSL1 inh 1, EBNA-1 inh 12, core dimer inh 7, PP5 primary 1.6, PREPL inh -3, PP1 counter 0 and ZTA DNA inh -6.
Screening Cc1cc(C)cc(OCC(=O)OCC(=O)N2CCc3ccccc32)c1 returned Efflux pump mplx 0.1, TPT1 inhibitor -1, Fh CTSL1 inh -6, EBNA-1 inh -2, core dimer inh 3, PP5 primary 0.8, PREPL inh -4, PP1 counter 0 and ZTA DNA inh 3.
For Cn1c(=O)cc(NCc2ccccc2)[nH]c1=O the results were Efflux pump mplx -0.1, TPT1 inhibitor -2, Fh CTSL1 inh -4, EBNA-1 inh 2, core dimer inh -4, PP5 primary 1.4, PREPL inh 1, PP1 counter -4 and ZTA DNA inh -8.
Screening N#CCOc1ccc(C2=NO[C@@H]3[C@@H]4C[C@@H]([C@H]5C(=O)N(c6ccc7c(c6)OCO7)C(=O)[C@@H]45)[C@H]23)cc1 returned Efflux pump mplx -0.2, TPT1 inhibitor -1, Fh CTSL1 inh -1, EBNA-1 inh 0, core dimer inh 10, PP5 primary 0.1, PREPL inh 2, PP1 counter -2 and ZTA DNA inh 4.
For COc1ccc(C(CNC(=O)COc2ccccc2C)N2CCCCC2)cc1 (stereo not given) the results were Efflux pump mplx 0.4, PP5 primary 2.9, PREPL inh 37, PP1 counter 0 and ZTA DNA inh -15.
`O=C1CCc2cc(S(=O)(=O)NC3CCCCC3)cc3c2N1CC3` gave Efflux pump mplx 0.0, TPT1 inhibitor 0, Fh CTSL1 inh 3, EBNA-1 inh -5, core dimer inh -5, PP5 primary 0.1, PREPL inh 5, PP1 counter -2 and ZTA DNA inh -15.
For NC(=O)C1CCN(CCCNC2CC(=O)N(Cc3ccc(N4CCCC4=O)cc3)C2=O)CC1 (stereo not given) the results were Efflux pump mplx 0.0, TPT1 inhibitor -4, Fh CTSL1 inh 1, EBNA-1 inh 11, core dimer inh 1, PP5 primary -0.4, PREPL inh 0, PP1 counter 1 and ZTA DNA inh 3.
`COc1ccc(/C(C)=N/NC(=O)c2ccc(CSc3cccc4cccnc34)cc2)cc1OC` gave Efflux pump mplx 0.0, TPT1 inhibitor 0, Fh CTSL1 inh -8, EBNA-1 inh 1, core dimer inh 8, PP5 primary 3.5, PREPL inh -1, PP1 counter 7 and ZTA DNA inh -12.
CCOC(=O)C(C)n1cnc2c(cnn2-c2ccc(Cl)cc2)c1=O (stereo not given) was read as Efflux pump mplx -0.1, TPT1 inhibitor -3, Fh CTSL1 inh -3, EBNA-1 inh -7, core dimer inh -2, PP5 primary 2.9, PREPL inh 21, PP1 counter -1 and ZTA DNA inh -21.
Screening CCOc1cccc(-c2nnc3sc(COc4ccc(C)cc4)nn23)c1 returned Efflux pump mplx -0.2, TPT1 inhibitor -2, Fh CTSL1 inh -2, EBNA-1 inh 7, core dimer inh 5, PP5 primary -1.9, PREPL inh -8, PP1 counter -2 and ZTA DNA inh -7.
`CC(NC(=S)NC1CCCCC1)c1ccccc1` (stereo not given) gave Efflux pump mplx -0.1, TPT1 inhibitor 1, Fh CTSL1 inh 4, EBNA-1 inh -9, core dimer inh -12, PP5 primary -7.2, PREPL inh 1, PP1 counter 2 and ZTA DNA inh -13.
Screening O=C(COC(=O)/C=C/c1cccs1)NC(=O)Cc1ccccc1 returned Efflux pump mplx 0.1, TPT1 inhibitor -4, Fh CTSL1 inh -9, EBNA-1 inh 5, core dimer inh -2, PP5 primary 2.1, PREPL inh -5, PP1 counter -3 and ZTA DNA inh -1.
O=C(CCCN1C(=O)S/C(=C\C=C\c2ccccc2)C1=O)Nc1ccc(C(=O)O)cc1 was read as Efflux pump mplx 0.1, TPT1 inhibitor -4, Fh CTSL1 inh 9, EBNA-1 inh 3, core dimer inh 15, PP5 primary -1.0, PREPL inh -20, PP1 counter 8 and ZTA DNA inh 8.
`Cc1ccc(C)c(S(=O)(=O)c2c(N)n(/N=C/c3ccco3)c3nc4ccccc4nc23)c1` gave Efflux pump mplx 0.2, TPT1 inhibitor 18, Fh CTSL1 inh 6, EBNA-1 inh 3, core dimer inh 27, PP5 primary 5.1, PREPL inh -5, PP1 counter 5 and ZTA DNA inh 7.
Screening Cn1nccc1C(=O)N/N=C/c1ccccc1[N+](=O)[O-] returned Efflux pump mplx 0.1, TPT1 inhibitor -3, Fh CTSL1 inh 1, EBNA-1 inh -15, core dimer inh -1, PP5 primary 2.5, PREPL inh 3, PP1 counter -4 and ZTA DNA inh -9.
For CCCCOC(=O)CSCC(=O)N1N=C(c2cccs2)CC1c1ccc(F)cc1 (stereo not given) the results were Efflux pump mplx -0.3, TPT1 inhibitor 1, Fh CTSL1 inh 5, EBNA-1 inh 2, core dimer inh 6, PP5 primary -0.3, PREPL inh -6, PP1 counter 0 and ZTA DNA inh 12.
Screening COc1cccc(CNC(=O)CCC2CCCN(C(=O)c3ccc(OC)o3)C2)c1 (stereo not given) returned Efflux pump mplx -0.2, TPT1 inhibitor 2, Fh CTSL1 inh 0, EBNA-1 inh -8, core dimer inh 1, PP5 primary 0.8, PREPL inh 13, PP1 counter -1 and ZTA DNA inh 1.
`COc1cccc(-n2nnc3c(=O)n(CC(=O)Nc4ccc(C)cc4)cnc32)c1` gave Efflux pump mplx 0.1, TPT1 inhibitor 2, Fh CTSL1 inh -3, EBNA-1 inh 13, core dimer inh 4, PP5 primary -0.7, PREPL inh -1, PP1 counter -7 and ZTA DNA inh 4.
Screening CC(C(=O)NCCc1ccc(F)cc1)N1CCN(Cc2ccccc2)CC1 (stereo not given) returned Efflux pump mplx 0.0, TPT1 inhibitor -1, Fh CTSL1 inh -2, EBNA-1 inh 2, core dimer inh 2, PP5 primary 1.1, PREPL inh 1, PP1 counter 0 and ZTA DNA inh -12.
Screening CCOC(=O)C1=NNC2(c3ccc(C)cc3)C(=O)N(c3ccc(Cl)cc3)C(=O)C12 (stereo not given) returned Efflux pump mplx 0.0, TPT1 inhibitor 2, Fh CTSL1 inh -1, EBNA-1 inh -4, core dimer inh -1, PP5 primary 4.5, PREPL inh 2, PP1 counter 4 and ZTA DNA inh -1.
CC(C)(C)C(=O)Nc1ccccc1C(=O)Nc1cc(Cl)ccc1Cl was read as Efflux pump mplx 0.0, TPT1 inhibitor 1, Fh CTSL1 inh 2, EBNA-1 inh 7, core dimer inh -2, PP5 primary 3.0, PREPL inh 2, PP1 counter 0 and ZTA DNA inh -16.
O=C(Nc1ccc(F)cc1F)N1CCN(C(=O)c2ccco2)CC1 was read as Efflux pump mplx -0.2, TPT1 inhibitor 2, Fh CTSL1 inh -2, EBNA-1 inh -2, core dimer inh 1, PP5 primary 1.3, PREPL inh 12, PP1 counter -2 and ZTA DNA inh -9.
`CCOC(=O)N1CCN(C(=O)CSc2nnc(COc3ccc(Cl)cc3)o2)CC1` gave Efflux pump mplx -0.2, TPT1 inhibitor -4, Fh CTSL1 inh 2, EBNA-1 inh -1, core dimer inh 0, PP5 primary -1.1, PREPL inh 15, PP1 counter -4 and ZTA DNA inh -1.

Screening results deposited in PubChem BioAssay by several laboratories.

This is a subset, so the mix of outcomes need not match the whole.
